# Assay outcomes from PubChem.
# TLR4 MyD88 comp = inhibitors of human TLR4-MyD88 binding; O00206+Q99836; HeLa CL3-4 TLR4/MyD88 BLA complementation, FRET ratio; inhibition, % at 8.4 µM; 0.18% of 200,000 active; AID 861; in the data active means inhibition above about 25%;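 further: 0% = vehicle and 100% = reference inhibitor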
# RAM network inh = inhibitors of the yeast RAM network | S. cerevisiae dse1pr::URA3 reporter, 5-FOA growth OD615, 2 d; analog-sensitive cbk1-as2 kinase mutant strain | inhibition, % at 50 µM | 1.8% of 190,000 active | AID 868;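 active means inhibition above a set limit, 3 SD over mean compound inhibition, cut at about 8.4% in these data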;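 further: 0% = DMSO-only wells with no growth and 100% = 10 µM 1-NA-PP1 full growth; inhibition rescues growth on 5-FOA so higher OD means more RAM inhibition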
# STAT3 blocker = reduces IL-6 driven STAT3 reporter signal | AID 862 | inhibition, % at 5.5 µM | U3A cells, IL-6 STAT3-luciferase reporter, luminescence; host cell line lacks STAT1 | 0.89% of 190,000 active;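 active means inhibition above the mean inhibition across all screened compounds plus 3 SD, cut at about 44% in these data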;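 further: 0% = DMSO only wells and 100% = 100 µM nifuroxazide control wells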
# PPARg SRC3 recr = PPARgamma-driven SRC-3 recruitment agonism; biochemical PPARgamma/SRC-3 coactivator recruitment assay; 0.26% of 200,000 active; P37231; AID 731; activation, % at 8 µM; in the data active means activation above about 23%;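 further: 0% = DMSO and 100% = reference agonist; some compounds past the cut are filed as inactive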
# STAT3 act = activators of IL-6 induced STAT3 signaling; U3A cells, IL-6 STAT3-luciferase reporter, luminescence; 100% = signal with IL-6 EC80 alone; activation (% of control), % at 5.6 µM; 0.91% of 190,000 active; AID 871;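 active means activation above the screen-wide mean of compound activation plus 3 SD, cut at about 130% in these data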;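 further: 0% = background luminescence of wells with medium and substrate only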
#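 Test system: STAT3-luciferase reporter U3A cells; Detection: reporter luminescence signal; Times: 1 h compound pre-exposure, 6 h IL-6 stimulation, 37 °C; Benchmarks: IL-6-only high control; Also added: IL-6 stimulus at 33 ng/mL final.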
# STAT1 inh = STAT1 signaling inhibition; NIH 3T3 STAT1-luciferase reporter, IFN-gamma, luminescence; inhibition, % at 5.5 µM; 0.35% of 200,000 active; AID 920;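 active means inhibition above a set limit, the mean inhibition across all tested compounds plus 3 SD, cut at about 34% in these data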;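 further: 0% = IFN-gamma with DMSO and 100% = IFN-gamma with 300 µM nifuroxazide; values of inactives mirror those of a sister screen read the other way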
# S1P3 antagonist = antagonists of human S1P3 receptor; CHO S1P3 NFAT-BLA reporter, FRET fluorescence, antagonist mode; inhibition, % at 4.98 µM; 0.27% of 170,000 active; AID 485;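 active means inhibition above the plate cutoff, the mean inhibition of test wells on that plate plus 3 SD, cut at about 28% in these data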;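 further: cells challenged with S1P at its EC80 of 0.8 µM; blue over green emission ratio from cleaved BLA substrate after 4 h stimulation; 0% = S1P-stimulated wells and 100% = unstimulated DMSO-only wells; some compounds past the cut are filed as inactive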
# Target sequence (Q99500 whole entry, looked up): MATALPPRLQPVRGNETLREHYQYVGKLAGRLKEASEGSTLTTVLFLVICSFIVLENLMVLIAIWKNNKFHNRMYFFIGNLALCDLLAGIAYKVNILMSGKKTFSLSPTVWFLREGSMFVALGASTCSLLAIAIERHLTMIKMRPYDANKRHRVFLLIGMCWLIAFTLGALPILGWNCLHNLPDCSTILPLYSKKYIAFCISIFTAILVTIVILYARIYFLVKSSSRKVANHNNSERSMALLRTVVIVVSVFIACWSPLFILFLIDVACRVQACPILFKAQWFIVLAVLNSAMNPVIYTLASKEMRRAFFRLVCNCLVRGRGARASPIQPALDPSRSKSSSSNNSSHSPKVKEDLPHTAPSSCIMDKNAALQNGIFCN
# PPARg SRC-2 ag = promotes SRC-2 coactivator recruitment by human PPARgamma. activation, % at 8 µM. AID 1032. PPARgamma LBD-SRC-2 recruitment, biochemical. 0.34% of 200,000 active. P37231; in the data active means activation above about 22%;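 further: 0% = vehicle and 100% = reference agonist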
# TR-FRET SRC-2 ct = counter-screen for PPARgamma SRC-2 recruitment agonists: TR-FRET artefact | AID 1049 | 0.4% of 200,000 active | TR-FRET ratio at 8 µM | hits give high values; in the data active means TR-FRET ratio above about 2000; further: inactives centre near 1500
# PPARg SRC-1 ag = agonists of human PPARgamma SRC-1 coactivator recruitment | PPARgamma-SRC-1 coactivator recruitment biochemical assay | AID 631 | P37231 | 0.41% of 200,000 active | activation, % at 8 µM; in the data active means activation above about 19%;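 further: 0% = DMSO and 100% = reference agonist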
# ROMK mod = modulators of human ROMK potassium channel; P48048; Tet-inducible ROMK, thallium flux fluorescence; actives lie on both sides; B-score at 10 µM; 2% of 130,000 active; AID 1918;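 active means signal ratio slope over the read window, or its plate-corrected B-score, at least 3 SD from the plate mean, either direction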;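 further: B-score of the F/F0 ratio slope over 7 to 12 s after thallium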
# Target sequence (P48048 whole entry, looked up): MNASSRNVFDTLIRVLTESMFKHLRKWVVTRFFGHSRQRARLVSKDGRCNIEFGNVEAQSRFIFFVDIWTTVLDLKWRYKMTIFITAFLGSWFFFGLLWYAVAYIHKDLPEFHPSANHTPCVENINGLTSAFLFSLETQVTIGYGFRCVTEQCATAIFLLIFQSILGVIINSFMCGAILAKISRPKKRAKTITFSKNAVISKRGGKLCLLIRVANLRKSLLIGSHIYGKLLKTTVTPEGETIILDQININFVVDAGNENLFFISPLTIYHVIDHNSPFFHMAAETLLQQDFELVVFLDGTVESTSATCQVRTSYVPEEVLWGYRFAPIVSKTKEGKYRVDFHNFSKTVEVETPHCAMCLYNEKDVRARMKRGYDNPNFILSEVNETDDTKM
# An asterisk follows results filed as active; x = not tested or not shown.
SMILES,TLR4 MyD88 comp,RAM network inh,STAT3 blocker,PPARg SRC3 recr,STAT3 act,STAT1 inh,S1P3 antagonist,PPARg SRC-2 ag,TR-FRET SRC-2 ct,PPARg SRC-1 ag,ROMK mod
COc1ccc(-c2noc(CSc3ccccc3)n2)cc1OC,12,-0.3,-12,2,115,-32,6,6,1513,4,-0.0021
CCC(C)NCC(=O)Nc1ccc(-c2nc3cc(NC(=O)CNC(C)CC)ccc3o2)cc1 (stereo not drawn),-5,1.4,4,8,101,-2,4,-1,1550,-2,-2.3*
COc1ccc(C(=O)N2CCCC(CCC(=O)NCc3ccc(F)c(F)c3)C2)cc1F (stereo not drawn),6,0.7,6,-2,100,-6,7,3,1723,10,0.051
NC(=O)CN1N=C(c2cc(Cl)sc2Cl)CSC1=O,-8,3.6,1,-5,102,-7,x,-1,1478,-1,0.042
CCn1c2ccccc2c2nnc(SCC(=O)Nc3c(C)n(C)n(-c4ccccc4)c3=O)nc21,2,-0.3,2,6,104,-1,x,13,1508,2,0.27
O=C(Cc1ccccc1)Nc1nc2ccccc2s1,-5,1.6,-8,-1,108,-32,x,3,1445,-2,x
Cc1ccccc1C(=O)OC1OC(=O)C(Cl)=C1Nc1ccc(C(=O)O)cc1 (stereo not drawn),-7,-0.1,3,2,98,-2,-5,-2,1570,1,-0.43
COC(=O)c1ccnc(SCC(=O)c2ccccc2)c1,8,1.1,4,1,104,-35,-5,2,1554,4,-0.015
O=C(c1ccco1)N(CCCN1CCOCC1)c1nc(-c2ccc(Cl)cc2)cs1,0,0.3,9,5,94,-6,28,8,1646,10,-0.28
O=C(NN1C(=O)c2ccccc2NC1c1ccc([N+](=O)[O-])o1)c1ccccc1 (stereo not drawn),-10,-0.9,5,7,103,1,-10,13,1647,4,0.029
CCOc1ccccc1NC(=O)Cn1c(=O)n(CCC(=O)NC2CCCC2)c(=O)c2ccccc21,-3,-0.6,-5,4,104,1,-32,5,1587,1,1.1
Cc1ccc(S(=O)(=O)NC(CCc2ccccc2)CC(=O)C(C)(C)C)cc1 (stereo not drawn),8,6.1,-7,15,103,6,18,6,1510,19,-1.5
O=C(C1=C[C@H](c2ccc(Br)cc2)C[C@H](OCc2ccc(CO)cc2)O1)N1CCN(Cc2ccc3c(c2)OCO3)CC1,-1,0.2,x,2,x,3,10,1,1624,3,x
O=C(CN1CCOCC1)Nc1cccc(S(=O)(=O)N2CCCCCC2)c1,1,0.0,0,-1,101,-1,3,8,1501,-4,0.45
CCc1nc(SCC(=O)N2c3ccccc3Sc3ccccc32)c2ccccc2n1,13,3.1,-9,0,108,10,x,11,1478,0,-0.0092
Cn1c(=O)c2[nH]c(Nc3ccccc3)nc2n(C)c1=O,-4,0.2,4,1,100,14,-2,-6,1340,-4,x
C=CCSc1nc(N)c(C#N)c(-c2ccccc2)c1C#N,3,3.7,10,10,95,2,44,8,1600,6,x
COc1ccc(-c2nnn(Cc3nc(N)nc(N4CCCCC4)n3)n2)cc1,0,1.4,2,-3,104,-2,23,8,1547,8,x
Cc1ccc(NC(=O)CN(c2ccc3c(c2)OCO3)S(=O)(=O)c2c(C)n[nH]c2C)cc1,-8,4.0,0,12,105,0,38,4,1548,-1,x
CCOC(=O)N1CCN(C(=O)CSc2nnc(Cn3c(=O)sc4ccccc43)n2C)CC1,8,0.6,-4,4,103,4,6,3,1481,8,x

# Complete entries, looked up by structure. Order of values: TLR4 MyD88 comp | RAM network inh | STAT3 blocker | PPARg SRC3 recr | STAT3 act | STAT1 inh | S1P3 antagonist | PPARg SRC-2 ag | TR-FRET SRC-2 ct | PPARg SRC-1 ag | ROMK mod
# COC(=O)c1ccnc(SCC(=O)c2ccccc2)c1 as listed: 8 | 1.1 | 4 | 1 | 104 | -35 | -5 | 2 | 1554 | 4 | -0.015
# CCC(C)NCC(=O)Nc1ccc(-c2nc3cc(NC(=O)CNC(C)CC)ccc3o2)cc1 (stereo not drawn) as listed: -5 | 1.4 | 4 | 8 | 101 | -2 | 4 | -1 | 1550 | -2 | -2.3*

# Next part.
SMILES,TLR4 MyD88 comp,RAM network inh,STAT3 blocker,PPARg SRC3 recr,STAT3 act,STAT1 inh,S1P3 antagonist,PPARg SRC-2 ag,TR-FRET SRC-2 ct,PPARg SRC-1 ag,ROMK mod
CCN(CC)C(=O)c1c(Cl)nc(C)c([N+](=O)[O-])c1C,-11,2.3,-14,-3,112,2,-13,-9,1347,-1,0.28
CCc1cc2c(=O)c(-c3cnn(-c4ccccc4)c3)c(C)oc2c(CN2CCCCC2)c1O,0,-0.3,8,14,101,9,x,5,1513,6,x
Cc1nonc1NC(=O)CSc1nnc(-c2ccoc2C)n1-c1cccc(Cl)c1,12,0.9,7,4,96,1,x,9,1586,2,x
O=C(CSc1nc2ccccc2n1CCc1ccccc1)NC1CC1,-15,-0.9,23,-1,83,-1,-4,-2,1529,7,x
Cc1ccc(/C=N/NC(=O)c2csc(C)c2)o1,11,0.1,16,12,89,-11,x,12,1584,5,x
Cc1cc(C)n(-c2nc3ccccc3n3nnnc23)n1,-3,2.0,-2,-6,107,-6,-24,6,1395,3,0.17
COc1cc(/C=C/C(=O)O)cc2c1OCCO2,-10,2.6,0,0,104,2,-28,-2,1554,-15,-0.039
NC(=O)c1c(NC(=O)COC(=O)c2ccc(S(=O)(=O)Nc3ccccc3)cc2)sc2c1CCCC2,0,6.5,15,6,91,4,2,7,1796,12,-0.34
CC(=O)NS(=O)(=O)c1ccc(NC(=O)c2ccccn2)cc1,-4,0.4,8,5,101,2,-20,5,1782,8,0.16
O=CN1CCN(C(=O)Cc2ccc([N+](=O)[O-])cc2)CC1,-16,-0.1,0,-4,102,-8,-3,2,1438,-3,x
CCOC(=O)C1CCN(C(=O)/C=C/c2ccccc2OC)CC1,-4,0.8,6,9,100,-4,x,1,1619,3,0.24
Cc1noc(C)c1CS(=O)(=O)c1ccc([N+](=O)[O-])cc1,-19,1.9,2,12,104,-4,-15,-4,1587,-4,1.3
CC(C)C(=O)Nc1c(-c2cccs2)c(=O)c2ccccc2n1C,7,0.1,-9,2,113,3,x,-6,1440,-8,0.24
CCN1CCCC1CN=Cc1c(O)n(-c2ccccc2)c(=O)c2ccccc12 (stereo not drawn),-14,0.4,14,2,92,5,-26,5,1526,9,x
Cc1c([N+](=O)[O-])c(C(=O)N2CCCC2)nn1C,-13,1.1,2,-7,100,0,x,6,1572,0,x
CCc1nc2ccc(C(=O)Nc3cccc(C(C)=O)c3)cc2nc1CC,-2,3.6,-1,-4,97,9,4,-7,1617,-2,x
CCOC(=O)c1c(-c2ccc(Cl)cc2)cn2ccccc12,-5,3.1,9,-8,93,-9,x,-6,1565,-5,x
O=C1c2ccccc2C(O)(Cc2ccccc2)N1c1ccc2c(c1)OCO2 (stereo not drawn),-10,0.9,4,-7,102,-8,5,11,1380,6,x
CCOC(=O)c1c(-c2ccccc2)csc1NC(=O)c1cc2ccccc2oc1=O,14,0.8,2,7,98,7,-18,5,1798,7,x
C=CCSc1nnc(NC(=O)c2cccc(S(=O)(=O)N(C)c3ccccc3)c2)s1,-19,1.5,5,2,98,-5,-1,-1,1555,1,x
CCCC(C)NS(=O)(=O)c1ccccc1 (stereo not drawn),1,1.6,4,11,100,1,5,2,1609,-1,x
COc1ccc(C2NC(=S)NC3=C2CCc2cc(OC)ccc23)cc1 (stereo not drawn),-10,4.3,13,-2,94,2,x,16,1491,-1,0.11
CCc1nc2cc([N+](=O)[O-])c([N+](=O)[O-])cc2[nH]1,-4,2.9,2,-2,101,-2,-16,4,1621,-4,x
COc1ccc(CCNC(=O)COC(=O)CCC(=O)c2ccc(F)cc2)cc1,-2,1.4,9,4,99,8,-3,0,1406,7,0.56
Cc1cccc(OCC(=O)Nc2ccccc2C(=O)N2CCOCC2)c1,-11,2.3,5,2,99,2,-1,9,1524,4,3.1*
C/C(=N/n1cnnc1)c1cccnc1,14,0.8,5,-3,99,-5,x,2,1593,-6,x
CCOC(=O)c1cc(=O)[nH]c2ccccc12,-4,2.2,16,-2,88,2,-3,-3,1594,-1,-0.13
COc1ccc(Sc2nc(-c3ccccc3)ncc2C(=O)O)cc1,-3,3.5,-7,-1,107,-4,-7,2,1489,-1,0.085
COc1cc2nc(SCc3ccc(Cl)cc3Cl)n(Cc3cccs3)c(=N)c2cc1OC,-3,6.7,-8,-2,107,-4,x,3,1489,-9,x
CCOC(=O)c1c(NC(NC(=O)C(C)C)C(Cl)(Cl)Cl)sc2c1CCC2 (stereo not drawn),2,5.2,8,2,91,4,1,4,1597,4,-1.4
CCOC(=O)c1oc2nc3c(cc2c1N)COC(C)(C)C3,-3,1.5,-6,-3,109,-9,15,-9,1461,-3,3.5*
Cn1cnnc1SCC(=O)Nc1ccc2nc(SCc3cccc4ccccc34)sc2c1,-7,1.8,10,2,92,5,x,2,1380,-1,0.58
CC1(C)CC(=O)C=C(OC(=O)c2ccc(Cl)cc2)C1,7,-1.7,-1,11,106,-6,x,-9,1467,2,x
CC(NC(=O)CSc1nc2ccccc2c(=O)[nH]1)c1ccccc1 (stereo not drawn),-9,3.7,-5,-15,104,-8,-2,2,1370,2,x
COC(=O)c1cc(NC2c3ccccc3C(=O)N2CCN2CCOCC2)cc(C(=O)OC)c1 (stereo not drawn),4,2.4,1,7,106,-6,-11,-7,1598,8,x
Cc1cccc(N2CCN(C(=O)c3cn(C)c(=O)c4c3c3ccccc3n4C)CC2)c1C,10,3.2,-6,-6,106,-1,-10,1,1391,0,0.78
COc1cc(OC)cc(-n2nnnc2SCC(=O)N2CCCC2)c1,5,0.5,9,3,97,-1,-34,6,1422,3,x
O=C(COc1ccc(Cl)cc1)Nc1nnc(C2=COCCO2)o1,-4,0.4,6,5,98,-3,-6,8,1546,12,x
CCC(C)NC(=O)CSc1n[nH]c(-c2cc(Cl)ccc2OC)n1 (stereo not drawn),-10,3.3,4,1,101,0,-3,1,1575,4,0.19
O=C(CCN1C(=O)/C(=C/c2cccs2)SC1=S)NNC(=O)c1cccc(O)c1,-3,9.7*,12,-3,94,9,-4,0,1715,7,1.1
O=C(C1=C(O)C(=O)N(CCN2CCOCC2)C1c1cccnc1)c1cc2ccccc2o1 (stereo not drawn),2,0.7,3,10,100,2,x,3,1682,13,0.99
COCc1[nH]nc2c1C1(CCC3(CC1)OCCO3)C(C#N)=C(N)O2,3,0.8,5,0,101,8,-3,1,1699,3,-0.1
Fc1ccc(NC(=S)N2CCN(C/C=C/c3ccccc3)CC2)c(F)c1,-3,0.0,4,-1,103,4,-14,-4,1346,-3,1.2
Cc1c(N=CN2CCOCC2)c(=O)n(C)c(=O)n1C,10,1.0,14,5,92,-4,-12,6,1477,8,x
CCOC(=O)c1c(N)sc(C(=O)N2CCCC(C(N)=O)C2)c1C (stereo not drawn),-10,x,11,-5,97,-4,-30,-5,1563,5,0.7
CCn1c(SCC(=O)O)nnc1-c1cc2c(C)nn(-c3ccccc3)c2s1,-2,0.2,9,15,97,2,-4,11,1527,0,x
